SIAE inh = human SIAE inhibition, primary screen; 0.69% of 370,000 active; inhibition, % at 9.66 µM; SIAE FP-Rh probe binding, fluorescence polarization;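 active = inhibition above a cutoff: mean of compounds within the control limits plus 3 SD of those, cut at about 17% in these data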;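 note: 0% = plate median of compound wells and 100% = probe without SIAE protein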
Target sequence (Q9HAT2 whole entry, looked up): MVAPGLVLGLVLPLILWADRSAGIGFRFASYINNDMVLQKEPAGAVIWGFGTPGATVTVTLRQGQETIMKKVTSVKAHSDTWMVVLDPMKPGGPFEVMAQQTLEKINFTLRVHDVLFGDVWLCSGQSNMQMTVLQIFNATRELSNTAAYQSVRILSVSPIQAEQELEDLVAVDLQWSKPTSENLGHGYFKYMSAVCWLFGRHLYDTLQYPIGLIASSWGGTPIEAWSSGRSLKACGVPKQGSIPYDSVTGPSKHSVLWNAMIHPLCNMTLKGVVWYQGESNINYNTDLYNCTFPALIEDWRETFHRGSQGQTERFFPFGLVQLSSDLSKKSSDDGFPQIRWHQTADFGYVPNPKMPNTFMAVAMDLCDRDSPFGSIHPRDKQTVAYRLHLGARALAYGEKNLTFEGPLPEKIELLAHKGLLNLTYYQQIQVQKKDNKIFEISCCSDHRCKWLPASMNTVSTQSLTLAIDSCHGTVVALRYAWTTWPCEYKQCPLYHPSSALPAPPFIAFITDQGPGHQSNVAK
LEDGF integ inh = blocks HIV-1 LEDGF/p75-dependent DNA integration. inhibition, % at 3.7 µM. 0.64% of 370,000 active. TR-FRET IN-LEDGF/p75 DNA integration, Eu/Cy5;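 active = inhibition above the screen-wide mean plus 3 SD, cut at about 13% in these data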;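 note: signal is the Cy5 over europium emission ratio at 671 and 618 nm; 0% = plate median of compound wells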
TCR-CD3 inh = blocks the human TCR-CD3 interaction; TAMRA-labeled TCR probe fluorescence, biochemical; inhibition, % at 9.4 µM; 0.37% of 360,000 active; in the data active = inhibition above about 19%;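 note: recombinant mutant TCR 2C K166C tagged with TAMRA read by polarization; 0% = receptor in buffer alone and 100% = receptor with positive control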
PRMT1 inh = inhibitors of human PRMT1. Q99873. 1.3% of 370,000 active. AID 652257. inhibition, % at 2.79 µM. recombinant PRMT1, activity-based probe fluorescence polarization;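 active = inhibition above about 21% made by adding two undisclosed values, limit read from the data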
Target sequence (Q99873 whole entry, looked up): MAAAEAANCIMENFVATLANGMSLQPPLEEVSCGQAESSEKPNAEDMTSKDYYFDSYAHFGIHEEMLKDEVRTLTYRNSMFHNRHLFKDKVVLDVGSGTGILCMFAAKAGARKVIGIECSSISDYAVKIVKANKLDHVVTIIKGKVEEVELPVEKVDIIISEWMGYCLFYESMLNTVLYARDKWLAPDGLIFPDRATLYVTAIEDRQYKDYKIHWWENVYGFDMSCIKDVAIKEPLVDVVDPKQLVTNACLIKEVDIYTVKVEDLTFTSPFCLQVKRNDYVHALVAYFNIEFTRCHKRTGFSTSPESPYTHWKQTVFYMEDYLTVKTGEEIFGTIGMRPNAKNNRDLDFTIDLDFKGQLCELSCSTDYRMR
PG9 Ab binder = PG9 antibody binding by small molecule; TR-FRET gp120-PG9 antibody binding; 0.43% of 360,000 active; inhibition, % at 6.7 µM; AID 624416; in the data active = inhibition above about 8.5%
rCAG RNA binder = r(CAG) repeat RNA binding; TO-PRO-1 dye displacement fluorescence; 1.3% of 370,000 active; inhibition, % at 3 µM;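 active = inhibition above the plate cutoff, the mean of all test compounds on that plate plus 3 SD, cut at about 35% in these data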;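 note: 0% = DMSO alone and 100% = 100 µM mitoxantrone as full dye displacement; higher means more dye released from RNA so lower well fluorescence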
HTRA1 inh = blocks human HTRA1 serine peptidase; inhibition, % at 5.96 µM; 0.5% of 340,000 active; recombinant HTRA1, FP-rhodamine activity-based probe, fluorescence polarization; AID 504803; Q92743; in the data active = inhibition above about 36%;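 note: 0% = enzyme with DMSO and 100% = wells lacking enzyme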
mABHD4 FP = inhibits mouse alpha/beta hydrolase domain 4; AID 720543; purified mABHD4, FP-Rh probe fluorescence polarization; inhibition, % at 8.92 µM; 0.54% of 370,000 active;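 active = inhibition exceeding the mean over every tested compound plus 3 SD, cut at about 30% in these data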;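 note: 0% = plate median of compound wells and 100% = S159A mutant with DMSO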
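Assay system: mouse ABHD4 enzyme, wild type / Also added: fluorescent activity-based probe FP-Rh / Doses: single nominal dose of 8.92 µM, 0.89% DMSO final / Timing: 45 min compound pre-incubation plus 60 min probe step, 25 °C / Signal: FP readout, ex 525 nm / em 598 nm / Control set: S159A mutant/DMSO as 100%, compound-well median as 0%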
Rev-erbA mod = modulators of human Rev-erb alpha DNA binding | P20393 | Rev-erbα–FITC-DNA binding, fluorescence polarization, 90 min | activity, % at 10 µM | 0.79% of 370,000 active;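 active = activity above about 14%, limit read from the data; passing the limit was not always enough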;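 note: 0% = DMSO wells with 35 nM protein and 100% = DMSO wells with 750 nM protein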
TDP2 inh = blocks human TDP2 phosphodiesterase activity; inhibition, % at 12.8 µM; 0.34% of 370,000 active; recombinant TDP2, T5PNP hydrolysis, p-nitrophenol absorbance 415 nm; O95551;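 active = inhibition above the mean of all tested compounds plus 3 SD, set per campaign, cut at about 25% in these data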;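 note: 0% = DMSO with enzyme and 100% = buffer with substrate but no TDP2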
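Incubation: 2 h at 37 °C; Test system: recombinant human TDP2; Quantity: enzyme 120 nM; Read-out basis: percent inhibition; Medium: 50 mM Tris-HCl pH 7.5 with Mg2+, KCl, DTT, BSA; Repeats: single replicate; Compound: 12.8 µM single point, 1% DMSO; Signal: epi absorbance; Reagent: 5 mM T5PNP chromogenic substrate; Benchmarks: no-enzyme high, DMSO-plus-enzyme low.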
Numbers without * were called inactive; . = no result given.

SMILES	SIAE inh	LEDGF integ inh	TCR-CD3 inh	PRMT1 inh	PG9 Ab binder	rCAG RNA binder	HTRA1 inh	mABHD4 FP	Rev-erbA mod	TDP2 inh
CC(C)C[C@@H]1COc2cccc(N3CCCCC3)c2S(=O)(=O)N1	-7.7	7.7	1.2	-10.8	-0.4	-1.3	.	1.1	10.9	-7.0
CCC(=O)Nc1ccc2nc(C3CC3)n(Cc3ccccc3)c(=O)c2c1	-2.1	-0.9	0.4	-2.5	-2.1	-0.2	-1.6	3.0	-1.9	0.3
O=C1CC(c2ccco2)CC2=C1C1c3ccccc3C(=O)N1c1ccccc1N2 (configuration not stated)	2.2	-0.5	7.4	4.8	1.6	9.8	26.0	-10.3	-1.0	-6.8
Cc1ccc(C(=O)Nc2ncccc2O)cc1S(=O)(=O)N1CCCCC1	3.7	-1.7	4.2	-6.8	-0.5	0.7	-1.6	1.3	-2.1	-20.0
CN1C(=O)C2(c3ccccc31)C1CCCC=C1C(C#N)=C(N)C2(C#N)C#N (configuration not stated)	1.9	-3.2	-9.0	11.2	-1.9	4.2	9.0	8.9	-1.9	-13.3
O=C1C2CCCCN2C(=O)N1CCCCN1CCN(c2cccc(Cl)c2)CC1 (configuration not stated)	4.1	1.4	-4.5	1.1	-1.9	-6.2	-1.0	4.9	-1.3	-5.6
CCOc1ccc(/C=C2/C(=O)N(c3ccc(OC)cc3)C(=S)N2CC(=O)OC)cc1OCC	15.7	-2.8	2.3	0.1	-0.5	-0.8	-4.2	-3.9	0.7	9.7
O=C(O)c1cc2c(cc1NC(=O)C1CCCC1)OCCO2	-2.6	4.0	5.2	-1.6	-0.1	-1.6	3.2	2.0	-4.4	-1.3
Cc1cc(NC(=O)CS(=O)CC(=O)Nc2c(C)cccc2C)ccc1-n1cnnn1 (configuration not stated)	1.1	1.3	5.4	-6.5	-1.8	-0.7	7.2	-2.5	-2.2	-7.1
O=C(c1ccc(-c2ccccc2)cc1)N1CCC2CC1c1cc(-c3ccc4c(c3)OCO4)ccc12 (configuration not stated)	-8.8	-2.2	-1.1	4.1	-2.0	5.3	.	0.8	1.6	3.8
CC(c1ccc(F)cc1)n1cc(S(=O)(=O)N2CCCC2)ccc1=O (configuration not stated)	-9.2	2.9	-0.9	-2.1	-1.0	2.4	3.2	-5.5	3.3	4.7
CCOC(=O)N1CCC(N(CCOC)C(=O)Nc2ccc(C)c(C)c2)CC1	-0.8	-3.3	-0.7	1.4	-0.9	-9.6	-5.1	5.7	-1.5	-0.6
CCOc1ccc(-n2nc3c(Cl)nnc(C)c3c2C)cc1	-6.2	0.9	-1.6	2.7	1.8	3.5	-0.2	-3.0	1.2	-5.4
CCOC(=O)C1CCCN(C(=O)/C=C/c2ccc(Cl)cc2)C1 (configuration not stated)	1.5	1.2	8.0	-0.2	-3.0	-6.6	8.7	0.8	2.3	-6.4
Cc1ccc(CCNC(=O)c2nnn(-c3cccc(C)c3)c2N)cc1	4.6	0.7	1.9	-3.0	0.1	-5.2	-33.1	-6.5	0.8	-0.8
O=C1N=C(c2ccccc2)C(c2ccccc2)N1 (configuration not stated)	-2.5	0.3	-3.0	-0.4	0.4	-1.3	8.0	-0.2	-3.5	-4.6
C=CCOc1cccc(C(=O)N(C)C2CCCN(Cc3ccccc3F)C2)c1 (configuration not stated)	3.6	-2.8	-0.7	2.7	-1.5	-8.6	3.6	1.1	3.7	2.3
C=CCNC(=S)NNC(=O)C(CCCC)CC(C)O (configuration not stated)	-2.7	-0.5	-7.5	2.9	-0.5	-0.2	3.4	4.4	-2.7	-2.6
CC(Oc1ccccc1)C(=O)NNC(=O)c1ccccn1 (configuration not stated)	-2.7	-1.7	-5.3	-0.4	-1.5	0.5	-3.5	4.0	-2.1	-5.7
CC(C)CC(=O)Nc1c2c(nn1-c1ccc(F)cc1)CSC2	1.6	2.6	0.4	-2.9	3.3	3.8	5.4	0.9	-1.3	-19.6
O=c1cnnc(Nc2ccc(Cl)c(C(F)(F)F)c2)[nH]1	3.4	0.0	-2.6	-3.0	-2.9	1.7	2.4	-3.5	-0.6	13.9
COc1ccc(C(=O)CSc2nnc(C(CO)NC(=O)c3ccc(OC)cc3)n2C)cc1 (configuration not stated)	-1.7	-0.3	3.4	-2.2	-0.7	-1.6	3.9	2.0	-0.6	0.7
Cc1ccc(CSc2ccc3nnc(-c4cccnc4)n3n2)cc1	-4.9	14.0*	-2.5	1.0	0.2	-2.4	-5.3	-6.2	2.4	5.7
C/C(=N\NC(=O)c1cccnc1)c1ccc(-n2ccnc2)cc1	2.7	0.0	-2.3	-2.4	-1.4	0.0	1.3	-3.2	-5.2	0.3
Cc1ccc(C(=O)Nc2cccc([N+](=O)[O-])c2)cc1S(=O)(=O)Nc1cccc(C(=O)O)c1	-8.4	-1.6	2.9	0.1	-1.2	34.3	-4.9	5.9	2.7	1.5
COc1cc(S(=O)(=O)Nc2ccc(Br)cc2)ccc1N	1.2	4.8	10.4	-3.5	3.4	0.9	-1.1	0.3	2.7	-3.7
COP(=O)(OC)C(Nc1ccc([N+](=O)[O-])cc1)c1ccccc1 (configuration not stated)	10.2	5.2	7.5	-5.7	0.1	-0.4	6.2	-1.8	-4.7	-7.7
O=C(CSc1nc2ccccc2c2nc3ccccc3n12)NCc1ccco1	-43.1	0.3	1.1	5.2	2.4	4.6	-64.0	-34.9	-9.9	-5.0
O=C(NCc1ccc(Cl)cc1)C1CCN(S(=O)(=O)N2CCOCC2)CC1	-3.2	2.1	4.4	-2.3	-0.3	-3.5	-4.1	-4.5	-5.2	-1.6
COc1ccccc1NC(=O)Cn1c(CCC(=O)O)ccc1-c1ccccc1	0.0	-5.4	10.2	0.9	-1.3	7.2	-7.8	2.0	1.9	1.1
O=C(Cn1nnc(-c2ccccc2F)n1)Nc1ccc(Cl)c(Cl)c1	2.6	-2.5	.	-2.5	.	5.1	.	-2.4	-0.8	-2.1
C[C@H]1CN([C@@H](C)CO)C(=O)c2cc(Br)cnc2O[C@@H]1CN(C)S(=O)(=O)c1cn(C)cn1	15.3	0.9	0.8	-3.6	-0.4	1.7	0.1	3.4	5.9	-8.6
CC(=O)C1=C(O)C(=O)N(Cc2cccnc2)C1c1ccc(C)cc1 (configuration not stated)	0.9	-0.3	-1.3	-1.4	0.8	1.5	.	0.3	-2.4	4.4
Cc1cccc(NC(=O)c2ccc(OCc3c(C)noc3C)cc2)c1	-3.5	0.9	-5.0	-0.4	-0.3	0.1	-25.2	-1.4	-7.3	-1.6
CCOC(=O)c1cnc2c(C)cccc2c1NCc1ccco1	-1.0	-1.0	5.4	-1.4	-0.8	-2.6	-28.6	-0.3	1.6	6.4
CCOc1ccccc1NC(=O)CN1C(=O)C(C)SC(C)C1=O (configuration not stated)	0.8	-2.3	5.1	-0.9	-3.9	-5.8	-3.2	-1.6	6.6	-7.3
CCOC(=O)c1n[nH]n2c1nc(=S)c1ccccc12	-1.1	0.2	-0.6	2.8	1.9	2.4	-1.4	1.2	0.8	7.7
CSc1nnc(CNC(=O)c2ccccc2)n1-c1ccc(F)cc1	2.6	-1.2	-2.2	1.4	0.6	-3.5	5.5	-0.7	4.3	0.3
CCOC(=O)C1CCN(C(=O)CS(=O)Cc2nc(-c3ccc(C)cc3)oc2C)CC1 (configuration not stated)	0.3	3.4	-9.1	-0.8	-1.5	0.4	2.2	-5.4	0.1	-19.3
COC(=O)c1sccc1NC(=O)Nc1ccc(OC)cc1	14.6	3.0	7.5	-2.3	-0.9	-1.6	-2.2	-4.8	-1.2	-3.2
C[C@H]1CCC/C=C/C(=O)c2c(O)cc(O)cc2CC(=O)O1	5.4	-2.1	.	7.7	.	6.0	.	2.3	-5.1	-3.5
CC(NC(=O)c1ccc([N+](=O)[O-])o1)C12CC3CC(CC(C3)C1)C2 (configuration not stated)	-9.5	-4.8	-0.4	4.7	-1.0	5.0	-3.4	-7.6	3.5	-11.2
COC(C/C=C/[C@H](O)[C@@H](C)OCc1ccccc1)OC	-0.6	0.0	-3.4	3.1	-0.8	-1.4	3.0	5.9	-2.9	-0.7
CN(C)C(CNC(=O)Cc1ccc([N+](=O)[O-])cc1)c1ccccc1 (configuration not stated)	-2.5	3.7	7.7	-1.5	-2.3	-0.3	10.7	-0.4	-7.5	-3.0
COC(=O)c1ccc(NC(=O)CN2CCOCC2)cc1	7.2	-0.2	10.6	-0.4	0.3	0.0	3.9	-1.7	-5.0	4.6
O=C(Cn1c(=O)oc2ccccc21)NC(=O)NCc1ccco1	5.2	-1.1	9.7	0.9	-1.5	2.9	-3.2	-6.1	5.5	-3.4
COc1ccc(CN(CC(=O)NC2CCCC2)C(=O)CCC(=O)Nc2nc(C)cs2)cc1	-1.7	2.5	7.0	-2.8	-0.7	20.9	2.4	2.1	-1.2	12.0
Cc1ccc(-n2c(N)c(C(=O)Nc3ccccc3F)sc2=S)cc1C	4.4	0.6	-0.9	2.9	-0.6	5.3	-8.7	-3.9	2.9	6.2

4 entries drawn at random from the list so far:
SMILES	SIAE inh	LEDGF integ inh	TCR-CD3 inh	PRMT1 inh	PG9 Ab binder	rCAG RNA binder	HTRA1 inh	mABHD4 FP	Rev-erbA mod	TDP2 inh
O=C1C2CCCCN2C(=O)N1CCCCN1CCN(c2cccc(Cl)c2)CC1 (configuration not stated)	4.1	1.4	-4.5	1.1	-1.9	-6.2	-1.0	4.9	-1.3	-5.6
O=c1cnnc(Nc2ccc(Cl)c(C(F)(F)F)c2)[nH]1	3.4	0.0	-2.6	-3.0	-2.9	1.7	2.4	-3.5	-0.6	13.9
CN(C)C(CNC(=O)Cc1ccc([N+](=O)[O-])cc1)c1ccccc1 (configuration not stated)	-2.5	3.7	7.7	-1.5	-2.3	-0.3	10.7	-0.4	-7.5	-3.0
Cc1ccc(CSc2ccc3nnc(-c4cccnc4)n3n2)cc1	-4.9	14.0*	-2.5	1.0	0.2	-2.4	-5.3	-6.2	2.4	5.7

Continuation.
SMILES	SIAE inh	LEDGF integ inh	TCR-CD3 inh	PRMT1 inh	PG9 Ab binder	rCAG RNA binder	HTRA1 inh	mABHD4 FP	Rev-erbA mod	TDP2 inh
FC(F)(F)COc1ccc(-c2nnc(SCc3ccccc3)o2)cn1	11.5	-0.8	6.1	-2.0	-1.9	-1.6	1.4	1.7	-0.5	14.2
COCCN(CC1CCCN(C2Cc3ccccc3C2)C1)C(=O)c1cccc(C)c1 (configuration not stated)	-1.6	-1.9	3.6	1.3	0.0	-4.6	6.8	-4.1	2.8	-15.4
Cc1cc2[nH]c(=O)c(=O)[nH]c2cc1S(=O)(=O)Nc1cccc(Cl)c1C	-5.0	-2.0	6.0	1.3	1.7	7.3	2.0	-10.9	1.7	0.9
Cc1cccc(NC(=O)CNC(=O)COc2ccc(C(=O)c3ccc(F)cc3)cc2)c1C	-3.7	-2.6	0.2	0.2	5.1	-1.8	0.3	0.9	4.3	-2.5
COc1ccc2nc(-c3ccccc3)nc(C3CCCCC3)c2c1	-2.0	0.4	1.1	0.3	1.4	1.9	-4.3	3.2	6.7	6.9
OC(CN1CCCC1)Cn1ccc2ccccc21 (configuration not stated)	-0.2	1.4	-2.8	-3.0	-1.5	-1.1	5.5	11.2	10.4	-0.2
CCOc1ccc(C(=O)N(Cc2ccc(N(C)C)cc2)C2CCS(=O)(=O)C2)cc1 (configuration not stated)	-0.2	-2.2	4.5	-0.7	-0.6	1.5	-0.3	-3.9	-2.9	-10.8

Not all compounds are listed; count on the stated rates, not on these rows.
